SIRT5 block: inhibitors of human sirtuin-5 desuccinylase. 330,000 tested, 1.1% active. inhibition, % at 15 µM. Q9NXA8. Purified SirT5, succinyl-peptide AMC, trypsin-coupled fluorescence; in the data active means inhibition above about 15%; inconclusive means no clear call, values can overlap the other calls
Target sequence (Q9NXA8 whole entry, looked up): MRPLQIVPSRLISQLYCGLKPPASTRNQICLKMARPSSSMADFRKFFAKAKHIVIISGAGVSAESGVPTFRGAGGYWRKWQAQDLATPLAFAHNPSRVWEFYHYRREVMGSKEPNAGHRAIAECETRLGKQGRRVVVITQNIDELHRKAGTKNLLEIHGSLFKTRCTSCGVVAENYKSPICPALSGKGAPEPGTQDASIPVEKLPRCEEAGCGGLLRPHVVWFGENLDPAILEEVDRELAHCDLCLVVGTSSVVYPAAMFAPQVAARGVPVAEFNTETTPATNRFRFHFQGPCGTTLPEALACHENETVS
ARNT-TACC3 inh: ARNT/TACC3 interaction disruption. Q9Y6A5. AID 623870. 390,000 tested, 0.66% active. AlphaScreen His-ARNT PAS-B/GST-TACC3 binding, luminescence; TACC3 fragment carries E629A point mutation. inhibition, % at 9.99 µM;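 active means mean inhibition of replicates at least 50% and at least half of replicates each reaching 50%; inconclusive means half or more replicates reach 50% but mean below 50%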;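 further: 0% = complete ARNT plus TACC3 wells and 100% = ARNT alone without TACC3; many hits fall short of the cut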
LGR2 inh: Drosophila LGR2 receptor signaling inhibition | 380,000 tested, 0.35% active | AID 720647 | HEK293 LGR2, CRE-luciferase, bursicon-stimulated, 4 h | inhibition, % at 9.99 µM;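 active means drop in luminescence signal, shown as inhibition above about 50% in the replicate tests, limit read from the data, passing the limit was not always enough; inconclusive means probably only some replicates passing the limit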;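 further: agonist challenge used bursicon conditioned medium at about half maximal strength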
PAX8 inh HTS: lowers PAX8-driven luciferase in RMG-I cells | RMG-I TPO-luciferase reporter, SteadyGlo, 24 h | inhibition, % at 12.6 µM | 360,000 tested, 1.2% active;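 active means mean replicate inhibition at least 60% with every replicate also reaching 60%; inconclusive means only one of the two criteria is met; inactive means mean below 60% and not all replicates reaching 60%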;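 further: luciferase light reporting Pax8 driven TPO promoter activity; plate controls were median of neutral control wells for no effect and mitoxantrone controls for full effect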
DENV2 CPE: DENV2-induced cell death inhibition. DENV2-infected cells, cytopathic effect rescue, plate reader. CPE inhibition, % at 9.99 µM. 350,000 tested, 1.7% active; in the data active means CPE inhibition above about 20%, passing the limit was not always enough; inconclusive means no clear call, values can overlap the other calls; tested in BHK-21 cells;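 further: 0% = median of neutral control wells and 100% = median of positive control wells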
EWS-Fli inh: inhibitors of EWS/Fli oncoprotein transcriptional activity; A673 NR0B1-luciferase reporter, viability-normalised; inhibition, % at 12.6 µM; 350,000 tested, 0.67% active; AID 651661;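 active means mean inhibition of at least 50% after viability correction, with every replicate also passing that limit; inconclusive means mean reaches 50% but only one of two replicates passes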;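 further: firefly luciferase signal divided by Alamar Blue viability fluorescence both relative to DMSO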
Casp6 inh: blocks human caspase-6 cleavage activity; inhibition, % at 12.5 µM; purified caspase-6, Z-VEID-R110 cleavage fluorescence; AID 686996; 350,000 tested, 0.53% active; P55212;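 active means mean inhibition across replicates at least about 35%, with every replicate also reaching that limit, limit read from the data; inconclusive means only one of the two criteria met; inactive means neither criterion met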;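 further: 0% = median of neutral control wells and 100% = no fluorescence left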
Target sequence (P55212 24-179 limits assumed): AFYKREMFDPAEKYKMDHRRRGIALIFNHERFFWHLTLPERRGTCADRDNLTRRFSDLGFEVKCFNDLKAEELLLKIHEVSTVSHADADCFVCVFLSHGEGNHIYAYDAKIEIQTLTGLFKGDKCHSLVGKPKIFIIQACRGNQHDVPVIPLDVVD
Target sequence (P55212 194-293 limits assumed): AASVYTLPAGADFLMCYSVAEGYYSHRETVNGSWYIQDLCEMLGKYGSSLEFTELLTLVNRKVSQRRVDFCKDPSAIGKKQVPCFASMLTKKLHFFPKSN
The depositor's hits bear a star; ? = inconclusive; / = no result given; & = joins results of further samples.

SMILES	SIRT5 block	ARNT-TACC3 inh	LGR2 inh	PAX8 inh HTS	DENV2 CPE	EWS-Fli inh	Casp6 inh
CCC(=O)Nc1ccc2c(c1)OC[C@@H](C)N(C(=O)c1ccccn1)C[C@@H](C)[C@@H](OC)CN(C)C2=O	8&-6	-4	-4&2	-10&-5	-13&4	4&2	0&4
Fc1ccc(Nc2nc(NCc3cccs3)nc3ccsc23)cc1	-3	/	-23	14	12	10	4
CN(C)C(=O)c1ccc(-c2cccc(-c3nc(C(=O)NCc4ccccc4)cc4c3[C@H](CCO)N([S@@](=O)C(C)(C)C)C4)c2)cc1	-12	0	-7	15	-5	-4	4
Cc1nc(N2CCCCC2)c2c(C)c(C(=O)Nc3ccccc3C(F)(F)F)sc2n1	-5	-10	/	12	-11	4	0
O=C(Nc1cccc(/C=C/c2nc3ccccc3c(=O)[nH]2)c1)c1ccccc1Cl	-6	-6	-42	-34	-4	-76	-4
Nc1ccc(N2C(=O)c3ccccc3C2=O)c(Cl)c1	0	2	-16	-4	39*	-8	-4
Cc1cc(C)cc(S(=O)(=O)c2cn(C)c3cc(N4CCN(C)CC4)c(F)cc3c2=O)c1	-6	-9	2	10	-2	21	-1
Cc1noc(C)c1S(=O)(=O)N(C)C[C@@H]1Oc2ccc(NS(=O)(=O)c3cn(C)cn3)cc2C(=O)N([C@@H](C)CO)C[C@@H]1C	2	-4	-1	/	1	-12	-2
C[C@@H]1CN([C@@H](C)CO)C(=O)c2cc(C3=CCCC3)cnc2O[C@@H]1CN(C)S(=O)(=O)c1cn(C)cn1	-8	-5	19	-17	-3	-4	2
COc1cccc(CN(C)C(=O)c2ccccc2Sc2ccccc2C#N)c1	4	0	4	14	0	-2	5
COc1ccc(CNC(=O)CSc2nnc(C)n2-c2ccc(F)cc2)cc1	-2	-6	3	8	4	11	1
O=C(NCc1ccccc1)c1cc(C2CCCCN2C(=O)c2ccc(Cl)cc2)on1 (stereo unspecified)	1	/	18	7	6	7	-3
O=C(CC(Cc1ccccc1)C(=O)O)Nc1ccc(F)cc1 (stereo unspecified)	-4	3	-1	-6	4	-49	-1
O=C(NCc1ccc(Cl)nc1)c1csc(COCCO)n1	2	/	-2	-2	7	4	/
O=c1c(Cc2ccccc2)c(O)ccn1Cc1ccco1	9	-3	3	-3	-6	0	1
CCOc1ccc(/C=C/C(=O)N2CCOCC2)cc1OC	-4	16	-12	-5	0	-10	-3
CC(C)NC(=O)N(C)C[C@@H]1OCCCC[C@H](C)Oc2ccc(N(C)C)cc2C(=O)N([C@@H](C)CO)C[C@@H]1C	0	-9	2	0	-1	/	-3
C[C@H](CO)N1C[C@H](C)[C@H](CN(C)C(=O)NC2CCCCC2)Oc2c(NS(=O)(=O)c3cn(C)cn3)cccc2C1=O	3	-11	5	/	10	-5	-3
CCNC(=O)C[C@@H]1CC[C@H](NC(=O)C2CCOCC2)[C@H](CO)O1	-4	3	-1	-8	4	-6	-2
COc1ccc(C(=O)NCCNc2nc3cc(C)c(C)cc3cc2C)cc1	-3	-9	-7	1	-4	8	-1
O=C(O)c1cc(-c2cccs2)nc2ccc(F)cc12	-21	-1	2	2	-3	9	1
Cc1ccc(N(C)C(=O)CCS(=O)(=O)c2ccc3c(c2)oc(=O)n3C)cc1	-4	0	-1	12	-4	/	1
Cc1ccc(-c2nnc(Cc3ccc([N+](=O)[O-])cc3)o2)cc1	5	1	-78	-33	/	-50	0
CC(C)c1ccc(NC2=NCC(=O)N2Cc2cccs2)cc1	-1	-4	-26	-66	/	-51	-2
COc1cc(-c2cnc3c(NC=O)cc(-c4cccc(C(=O)NCCN(C)C)c4)cn23)cc(OC)c1OC	-1	/	-21	14	4	6	-58
CC(C)N(C[C@@H]1N[C@@H](CO)[C@@H]1c1ccccc1)S(=O)(=O)c1ccccc1	13	1	-5	3	0	15	0
CCCCn1c(=O)[nH]c2nc3cc(NC(C)=O)ccc3nc2c1=O	-3	10	13	-32	-1	-16	1
COc1ccc(N(C(C)C(=O)N2CCC(Cc3ccccc3)CC2)S(C)(=O)=O)cc1 (stereo unspecified)	0	24	17	21	0	19	3
C[C@@H]1CN([C@H](C)CO)C(=O)c2cc(NC(=O)c3ccncc3)ccc2O[C@@H](C)CCCCO[C@@H]1CN(C)CC1CC1	-2	4	-19	-13	17	1	-2
CC(=O)Nc1ccc(OC(=O)c2cc([N+](=O)[O-])ccc2Cl)cc1	0	-4	4	/	-5	0	1
O=C(Cc1ccccn1)N[C@@H]1CC[C@@H](CC(=O)N2CCCCC2)O[C@@H]1CO	-1	-7	22	5	3	2	-2
COc1ccc2nc(NN=Cc3cccc(C)n3)cc(C)c2c1	/	/	-5	-38	54*	-53	-11
Cc1cccc(C(=O)NCC(=O)N2CCN(c3ccc(Cl)cc3)CC2)c1	-5	-8	10	-15	10	9	-3
COCCN(CC(=O)Nc1cccc(C)c1C)C(=O)CN1C(=O)NC2(CCCCC2)C1=O	-4	/	-5	16	-1	1	-2
O=C1NC(=O)/C(=C\c2cn(CC(=O)N3CCOCC3)c3ccccc23)S1	-14	0	3	1	-5	0	-7
CCOc1cccc(CN2CCC(Oc3ccc(C(=O)N4CCCC4)cc3)CC2)c1O	/	/	3	17	9	6	1
Cc1ccc(NC(=O)COc2ccc(Br)cc2C)cc1	-2	/	-45	-16	?	-31	-2
CCCNC(=O)C(=O)NCC1CCCN1CC (stereo unspecified)	-3	-2	7	-2	-14	-10	12
Cc1ccccc1NC(=O)C1Cc2ccccc2CN1C(=O)OCc1ccccc1 (stereo unspecified)	-2	2	6	9	7	-4	0
Cc1cc(C(=O)Nc2sc3c(c2C#N)CCCCC3)cs1	-1	2	-59	/	/	-22	12
O=C(Nc1ccc(F)cc1)N[C@H]1CC[C@@H](CC(=O)N2CCCCC2)O[C@@H]1CO	7	/	5	-7	?	3	-2
CN(C)/N=C/C=C1\CCC/C(=C/c2cccs2)C1=O	-2	5	-28	-142	-6	-143	18
CC(C)Cc1cc(C(C)(C)C)ccc1OC(=S)N(C)C	0	-3	15	1	/	4	9
CC(C)(C)N(Cc1cc2ccccc2[nH]c1=O)C(=O)C1CCCCC1	/	-5	-4	25	/	/	/
C[C@@H]1CN([C@@H](C)CO)C(=O)c2cc(NC(=O)NC3CCCCC3)ccc2O[C@@H](C)CCCCO[C@H]1CN(C)S(=O)(=O)c1ccccc1	3	-9	-5	3	-4	-2	0
CCCNC(=O)N[C@H]1CC[C@@H](CC(=O)NCCc2ccccc2)O[C@@H]1CO	-2	-11	-6	-10	-1	2	0
N#CCCN(CCC#N)C(=O)c1ccc(Cl)cc1	1	0	-17	/	4	-1	/
Oc1c(Cl)cc(Cl)cc1CNc1nccs1	-5	-2	-13	12	-2	-12	-1
CN1CCN(C(=O)C[C@H]2C[C@H]3c4cc(NC(=O)Cc5ccncc5)ccc4O[C@H]3[C@H](CO)O2)CC1	-2	0	3	-3	-2	-3	-2
CO[C@@H]1CN(C)C(=O)c2cc(NC(=O)C3CCCC3)ccc2OC[C@@H](C)NC[C@@H]1C	-4	-11	-5	7	1	0	1
COC(=O)c1ccc(NC(=O)CSc2nncc3ccc(OC)c(OC)c23)cc1	/	-3	-7	15	/	/	/
COCC(=O)N1C[C@H]2[C@@H](c3ccccc31)[C@H](CO)N2C(=O)c1ccncc1	8	7	9	-5	?	7	0
CCCNC(=O)N1CC2(CN(C(=O)CC)C2)c2c(n(C)c3cc(OC)ccc23)[C@@H]1CO	-4	/	1	/	14	-14	-2
CN1CCN(C(=O)C[C@@H]2C[C@@H]3c4cc(NC(=O)c5cccnc5)ccc4O[C@@H]3[C@@H](CO)O2)CC1	/	-1	0	-7	-2	-2	/
COc1ccc(NC(=O)Nc2ccc3c(c2)CC(=O)N([C@@H](C)CO)C[C@@H](C)[C@@H](CN(C)Cc2ccccc2)O3)cc1	6	4	-18	6	10	-2	-1
CCc1cccc(OCC(=O)Nc2ccc(S(=O)(=O)Nc3ccccn3)cc2)c1	-1	-7	-16	6	3	8	1
COC(CN(C(=O)CCl)C(C(=O)NC1CCCCC1)c1ccccc1C)OC (stereo unspecified)	/	0	3	59	/	/	14
C[C@H](NC(=O)OCc1ccccc1)c1nnc([C@H](C)NC(=O)OCc2ccccc2)o1	/	-3	3	9	-7	0	0
Cc1ccc2c(c1)C(C)CC(C)(C)N2C(=O)CN1CCN(C)CC1 (stereo unspecified)	-2	/	12	7	-1	-1	-3
CC(O)c1cccc(NC(=O)C2CCCCC2)c1 (stereo unspecified)	-3	2	4	16	-4	7	-1

Just LGR2 inh and Casp6 inh, for two of the compounds above:
smiles	LGR2 inh	Casp6 inh
CC(C)Cc1cc(C(C)(C)C)ccc1OC(=S)N(C)C	15	9
CC(C)(C)N(Cc1cc2ccccc2[nH]c1=O)C(=O)C1CCCCC1	-4	/

Carrying on.
SMILES	SIRT5 block	ARNT-TACC3 inh	LGR2 inh	PAX8 inh HTS	DENV2 CPE	EWS-Fli inh	Casp6 inh
C[C@@H]1CCCCO[C@@H](CN(C)Cc2ccc(C(F)(F)F)cc2)[C@@H](C)CN([C@H](C)CO)C(=O)c2cc(NC(=O)Nc3ccccc3)ccc2O1	/	-9	16	-2	0	-6	/
O=C(C[C@@H]1CC[C@H]2[C@@H](COC[C@@H](O)CN2CC2CC2)O1)NCC1CC1	-2	0	14	-12	6	12	-1
CCc1ccc2[nH]c(C(=O)Nc3ccc(Br)c(C)n3)cc2c1	-2	-4	-39	-165	-8	-131	2
C[C@H](CO)N1C[C@H](C)[C@H](CN(C)C(=O)C2CC2)Oc2ncc(-c3ccc(C(=O)N(C)C)cc3)cc2C1=O	7	-8	-32	/	10	-21	-3
Cc1ccc(C(=O)OCC(=O)Nc2ccc(S(N)(=O)=O)cc2)c(O)c1	-3	-4	7	2	/	-4	-1
CC(=O)O[C@@H]1C[C@H](c2ccccc2)OC(=O)CCCCC1=O	-8	/	-25	-5	-4	2	5
O=C(COC(=O)CCc1ccccc1)NCc1ccc2c(c1)OCO2	/	-4	11	4	10	1	-3
N#Cc1c(Nc2ccccc2)[n+]([O-])c2ccc(Cl)cc2[n+]1[O-]	2	3	-7	37	21*	-5	4
CCC(CO)NCC#Cc1ccccc1 (stereo unspecified)	-7	-12	/	-6	12	0	-5
C[C@H]1CN([C@@H](C)CO)C(=O)c2cc(-c3ccc(F)cc3)cnc2O[C@@H]1CN(C)Cc1cccnc1	-1	-1	23	/	18	-10	1
CC(C)Cn1c(O)c(/C=C2\C=NN=C2c2ccccc2)sc1=S	/	7	-8	8	/	9	/
O=C(NN1CCOCC1)c1cc(-c2ccc(Br)s2)nc2ccccc12	/	30	-8	16	1	4	1
O=c1c2sccc2n(Cc2ccc(F)cc2)c(=O)n1-c1ccc(F)cc1	/	3	-6	8	/	/	/
FC(F)(F)c1ccccc1NC(=S)N1CCN(c2ccccn2)CC1	-6	3	6	10	3	-4	-3
COC(=O)c1c(N2C(=O)[C@H]3[C@@H](C2=O)[C@]2(C(=O)Nc4c2ccc(C)c4C)N2CCC[C@@H]32)sc(C)c1C	1	0	/	4	-1	9	0
CCOC(=O)c1cccc(P(=O)(C(C)(C)C)C(C)(C)C)c1	12	/	24	-3	12	-5	-5
O=C(NCCCN1CCCC1=O)c1csc2ccccc12	-3	6	-24	/	-8	-12	0
C[C@@H]1CN([C@H](C)CO)C(=O)c2cc(NC(=O)C3CC3)ccc2O[C@H]1CN(C)Cc1ccc2c(c1)OCO2	-5	3	6	-11	-12	2	-2
Cc1cc(Br)c2c(c1)/C(=C/C(=O)c1cccs1)C(=O)N2	-2	18	-7	1	3	43	0
NC(=O)c1ncn([C@@H]2O[C@H](C(=O)Nc3ccc(Oc4ccccc4)nc3)[C@@H](O)[C@H]2O)n1	-3	/	-1	0	-4	-5	-3
CN(C(=O)c1cccc(NC(=O)Cc2ccc(NC(=O)C3CCN(S(=O)(=O)c4cccc([N+](=O)[O-])c4)CC3)cc2)c1)C1CCCCC1	6	-2	7	-14	5	-4	-2
Cc1cc(CNC(=O)COc2ccccc2)c2ccccc2n1	-2	/	-16	4	7	-21	1

Screening data: PubChem BioAssay, Broad Institute
